Assay outcomes from PubChem BioAssay.
EBV LMP1 NFkB: EBV LMP1-driven NF-kappaB luciferase reporter inhibitors, primary screen, cell-based, luminescence, single point | AID 504558, 2011 | 350,000 compounds, 0.69% hits | LMP1-induced NF-kappaB luciferase reporter cells | inhibition, % at 12.5 µM; in the data active means inhibition above about 41%;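 further: 0% = neutral control wells and 100% = reference inhibitor control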
COUP-TFII inh: NR2F2 transcriptional activity inhibitors, primary screen, cell-based, luciferase reporter, HEK293T, luminescence; COUP transcription factor 2 (Homo sapiens), P24468; HEK293T NGFI-A luciferase reporter; inhibition, % at 8.6 µM; 370,000 compounds, 0.7% hits;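 active means inhibition above a per-plate cutoff, mean inhibition of test wells between control levels plus 3 SD, cut at about 38% in these data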;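 further: cells cotransfected with COUP-TFII expression vector driving the NGFI-A reporter; 0% = median of COUP-TF2 test wells and 100% = reporter-only cells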
SRC1 inh: SRC1 coactivator transcriptional activity inhibitors, primary screen, cell-based, luminescence | inhibition, % at 3.6 µM | HEK293 GAL4-SRC1 luciferase reporter | Nuclear receptor coactivator 1 (Homo sapiens), Q15788 | 360,000 compounds, 0.12% hits;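 active means inhibition above the campaign mean plus 3 SD, with each screening campaign given its own cutoff, cut at about 60% in these data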;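 further: 0% = DMSO treated cells and 100% = gossypol at 36 µM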
SRC3 inh: SRC3 coactivator transcriptional activity inhibitors, primary screen, cell-based, luminescence; HEK293 GAL4-SRC3 luciferase reporter; 360,000 compounds, 0.17% hits; inhibition, % at 3.6 µM; AID 588352, 2011; Nuclear receptor coactivator 3 (Homo sapiens), Q9Y6Q9;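 active means inhibition above a per-campaign cutoff, the mean of all compounds plus 3 SD, cut at about 60% in these data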;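 further: 0% = DMSO-treated cells and 100% = gossypol-treated cells at 36 µM; higher means less SRC3-driven luciferase light from the GAL4 reporter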
ABHD5-PLIN5 inh: ABHD5-PLIN5 interaction inhibitors, primary screen, cell lysate, split luciferase complementation, luminescence | Perilipin-5 (Homo sapiens) + 1-acylglycerol-3-phosphate O-acyltransferase ABHD5 (Homo … | Split G. princeps luciferase complementation, 4 h | inhibition, % at 4 µM | 360,000 compounds, 0.78% hits;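 active means inhibition above the mean inhibition across every tested compound plus 3 SD, cut at about 22% in these data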;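 further: 0% = DMSO only wells and the 100% control is not disclosed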
NOD2-RIPK2 inh: NOD2-RIPK2 binding disruptors in cells, primary screen, fluorescence, CHO cells, BLA complementation. CCF4 ratio. 360,000 compounds, 0.38% hits. AID 624267, 2012. inhibition, % at 4.98 µM; in the data active means inhibition above about 21%;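 further: 0% = vehicle only and 100% = reference blocker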
MC4R barr agon: MC4R agonists recruiting beta-arrestin, primary screen, cell-based, luminescence, agonist arm of biased-ligand search. Melanocortin receptor 4 (Homo sapiens), P32245. U2OS MC4R beta-arrestin complementation; percent of melanotan II response, DMSO zero. activation, % at 8.9 µM. 360,000 compounds, 0.98% hits. AID 540308, 2011;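 active means activation above a per-plate cutoff, the mean activation of sample wells on that plate plus 3 SD, cut at about 8% in these data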
LRH-1 inv ag: LRH-1 (NR5A2) inverse agonists, primary screen, cell-based, luminescence, HEK293T, StAR-luciferase reporter; Nuclear receptor subfamily 5 group A member 2 (Homo sapiens), O00482; LRH-1 transfected, 24 h; inhibition, % at 3.6 µM; 360,000 compounds, 0.13% hits;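 active means inhibition above the mean inhibition of all tested compounds plus 3 SD, cut at about 73% in these data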;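 further: 0% = DMSO wells and 100% = reporter-only cells lacking LRH-1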
NCOA2 inhibitor: inhibition of GAL4-SRC2 driven luciferase reporter, primary screen, SRC2 inhibitor project, cell-based, luminescence. inhibition, % at 9 µM. 370,000 compounds, 0.17% hits. HEK293 GAL4-SRC2 luciferase reporter. Nuclear receptor coactivator 2 (Homo sapiens), Q15596. AID 651957, 2012;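 active means inhibition above the mean inhibition of all tested compounds plus 3 SD, set per campaign, cut at about 52% in these data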;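 further: 0% = DMSO treated cells and 100% = cells given Gossypol at 36 µM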
Target sequence (Q15596 whole entry, looked up, the tested form may be a part): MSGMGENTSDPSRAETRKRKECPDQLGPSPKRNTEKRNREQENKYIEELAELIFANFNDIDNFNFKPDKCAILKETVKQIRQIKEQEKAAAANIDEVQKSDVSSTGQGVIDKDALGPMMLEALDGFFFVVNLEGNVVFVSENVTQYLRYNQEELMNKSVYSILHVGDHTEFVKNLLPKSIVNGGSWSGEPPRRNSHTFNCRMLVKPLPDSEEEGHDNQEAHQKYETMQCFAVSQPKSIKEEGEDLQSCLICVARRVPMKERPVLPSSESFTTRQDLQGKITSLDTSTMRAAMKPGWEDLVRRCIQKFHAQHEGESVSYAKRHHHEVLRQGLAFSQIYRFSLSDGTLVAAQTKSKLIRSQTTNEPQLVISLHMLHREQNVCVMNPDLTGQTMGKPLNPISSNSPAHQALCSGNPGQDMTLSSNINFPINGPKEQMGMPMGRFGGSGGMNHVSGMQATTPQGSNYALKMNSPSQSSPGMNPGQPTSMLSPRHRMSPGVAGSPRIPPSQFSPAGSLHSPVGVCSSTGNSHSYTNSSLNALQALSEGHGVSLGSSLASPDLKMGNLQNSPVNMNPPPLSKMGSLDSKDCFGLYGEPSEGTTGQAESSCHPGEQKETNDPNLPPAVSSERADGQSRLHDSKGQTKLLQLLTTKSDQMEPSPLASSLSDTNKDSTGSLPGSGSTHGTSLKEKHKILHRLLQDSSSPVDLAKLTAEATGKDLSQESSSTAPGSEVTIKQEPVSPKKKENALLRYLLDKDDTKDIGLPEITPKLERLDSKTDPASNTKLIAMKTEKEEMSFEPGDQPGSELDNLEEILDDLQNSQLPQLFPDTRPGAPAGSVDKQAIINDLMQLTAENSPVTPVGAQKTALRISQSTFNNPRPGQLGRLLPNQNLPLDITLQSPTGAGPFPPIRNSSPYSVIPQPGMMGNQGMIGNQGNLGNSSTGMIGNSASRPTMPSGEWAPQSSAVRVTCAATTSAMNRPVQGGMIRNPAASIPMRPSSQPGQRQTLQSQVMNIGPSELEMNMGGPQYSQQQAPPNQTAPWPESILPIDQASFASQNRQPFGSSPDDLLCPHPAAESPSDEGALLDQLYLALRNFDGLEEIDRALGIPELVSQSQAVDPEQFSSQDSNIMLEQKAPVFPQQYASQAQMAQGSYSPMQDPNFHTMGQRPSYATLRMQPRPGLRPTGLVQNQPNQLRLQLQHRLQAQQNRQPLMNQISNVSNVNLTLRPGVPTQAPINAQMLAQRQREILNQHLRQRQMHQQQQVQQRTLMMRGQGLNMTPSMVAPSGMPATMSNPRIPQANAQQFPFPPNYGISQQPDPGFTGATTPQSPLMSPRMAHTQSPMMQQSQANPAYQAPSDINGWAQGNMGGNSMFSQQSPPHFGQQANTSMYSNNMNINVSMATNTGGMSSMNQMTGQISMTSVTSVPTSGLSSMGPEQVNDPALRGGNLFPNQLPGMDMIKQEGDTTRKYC
TLR9-MyD88 inh: inhibitors of TLR9-MyD88 association in cells, primary screen, cell-based, CHO, BLA complementation, fluorescence; 340,000 compounds, 0.21% hits; Toll-like receptor 9 (Homo sapiens) + Myeloid differentiation primary response protein …; inhibition, % at 4.98 µM; CCF4 FRET ratio;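 active means inhibition above the mean over all tested compounds plus 3 SD, cut at about 21% in these data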;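 further: 0% = DMSO only wells and 100% = clavulanate BLA inhibitor control wells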
MC4R antag cAMP: MC4R antagonists of cAMP signaling, primary screen, cell-based, TR-FRET, antagonist arm of biased-ligand search | MC4R-expressing cells, MTII-stimulated cAMP, LANCE TR-FRET | inhibition, % at 6.5 µM | 360,000 compounds, 0.48% hits;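 active means inhibition above its plate's cutoff, the mean of tested wells on that plate plus 3 SD, cut at about 29% in these data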;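 further: 0% = Melanotan II alone and 100% = Melanotan II plus saturating MCL0020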
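system = U2OS cells with stable human MC4R expression | also added = Melanotan II challenge after compound preincubation | dosing = one concentration, 6.5 µM nominal | incubation = compound 30 min, challenge 1 h, detection 1 h | measured by = TR-FRET with Eu-cAMP and labeled anti-cAMP, 671 nm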
The depositor's hits bear a star; . = not tested or not shown. Not all compounds are listed, so the mix of outcomes need not match the whole.

Start of the data: the first two entries, ahead of the listing:
SMILES | EBV LMP1 NFkB | COUP-TFII inh | SRC1 inh | SRC3 inh | ABHD5-PLIN5 inh | NOD2-RIPK2 inh | MC4R barr agon | LRH-1 inv ag | NCOA2 inhibitor | TLR9-MyD88 inh | MC4R antag cAMP
Cc1cc(C)c(S(=O)(=O)c2ccccc2)c(OC(=O)c2c(F)cccc2F)n1 | 9 | 8 | -39 | 1 | 3 | -7 | 0.9 | 12 | -7 | 1 | 12
CN(CC(=O)Nc1cccc(F)c1)C(=O)c1ccc(C2SCCS2)cc1 | 11 | 18 | 8 | 10 | 0 | 2 | -1.8 | -26 | 19 | -2 | 9

All compounds of this part, from the start:
SMILES | EBV LMP1 NFkB | COUP-TFII inh | SRC1 inh | SRC3 inh | ABHD5-PLIN5 inh | NOD2-RIPK2 inh | MC4R barr agon | LRH-1 inv ag | NCOA2 inhibitor | TLR9-MyD88 inh | MC4R antag cAMP
Cc1cc(C)c(S(=O)(=O)c2ccccc2)c(OC(=O)c2c(F)cccc2F)n1 | 9 | 8 | -39 | 1 | 3 | -7 | 0.9 | 12 | -7 | 1 | 12
CN(CC(=O)Nc1cccc(F)c1)C(=O)c1ccc(C2SCCS2)cc1 | 11 | 18 | 8 | 10 | 0 | 2 | -1.8 | -26 | 19 | -2 | 9
Cc1ccccc1NC(=O)C1CCN(C(=O)N2CCOc3ccccc32)CC1 | 4 | 16 | 0 | -5 | -4 | -41 | 1.1 | 6 | -23 | -4 | 6
COc1ccccc1-c1cc2nc(C)cc(C)n2n1 | -7 | -15 | -18 | 2 | 1 | -8 | -1.0 | -12 | -38 | . | -1
Cc1ccc(N2CC(C(=O)NC3CCCCCC3)CC2=O)cc1 (configuration not stated) | 5 | 3 | 10 | -17 | 1 | 8 | 0.3 | -13 | 3 | 3 | 6
CCCN1C(C)C(C(=O)OCC)=CN(Cc2ccc(Br)cc2)S1(=O)=O (configuration not stated) | 3 | 12 | 6 | -3 | -7 | -22 | -1.2 | 17 | 10 | -10 | 7
O=C(Nc1cccc(C(=O)O)c1)/C(=C\c1ccc2c(c1)OCO2)NC(=O)c1ccco1 | -1 | 12 | -9 | 3 | 5 | 0 | -2.5 | -2 | -5 | -4 | 1
CCOC(=O)C(C(=O)OCC)C(C[N+](=O)[O-])c1ccccc1 (configuration not stated) | -4 | 10 | 14 | 11 | 0 | -11 | -1.5 | 3 | 3 | 2 | -2
CC(=O)N(CCc1cccc(C)c1)Cc1cc2cc(C)ccc2[nH]c1=O | 1 | 1 | 8 | 3 | 5 | 12 | 1.3 | 30 | -3 | 3 | -10
CCCn1c(N)c(C(=O)COC(=O)c2cccc(S(=O)(=O)N3CCOCC3)c2)c(=O)[nH]c1=O | 7 | -18 | -2 | -7 | 1 | -6 | -2.3 | 13 | -1 | -4 | 6
C/C(=N\NC(=O)c1ccn(C)n1)c1ccc(NC(=O)C2CCC2)cc1 | -9 | -3 | -93 | -43 | -4 | -4 | -0.7 | -119 | -47 | 10 | -4
O=C(COc1cccnc1[N+](=O)[O-])Nc1ccc2c(c1)OCO2 | -13 | 18 | -6 | 4 | 11 | 10 | 3.2 | -13 | -13 | 1 | -7
CCCC[C@@H]1CNC(=O)C(=O)N1CCCCC1CCCCC1 | . | 2 | . | . | -5 | -12 | . | 14 | 10 | . | .
Cc1ccc(-c2n[nH]c(=S)c3ccccc23)cc1 | 6 | -4 | -14 | 13 | -4 | -3 | -2.2 | 0 | 3 | -1 | 22
CCOCCCNC(=O)CN1C(=O)CSc2cc(S(=O)(=O)N3CCCCCC3)ccc21 | -2 | 2 | -20 | 7 | 6 | -6 | -0.3 | -9 | -27 | -7 | -2
c1ccc2sc(N3CCCCC3)nc2c1 | -28 | -24 | -99 | -105 | 0 | 3 | -0.3 | -95 | -63 | 2 | -3
CCCS(=O)(=O)N1CCc2cc(OC)c(OC)cc2C1 | 2 | 6 | -2 | -10 | -3 | -9 | -1.4 | 11 | 2 | -1 | 0
Cc1ccc2nc(SCn3nnc4ccccc4c3=O)[nH]c2c1 | -28 | -46 | -129 | -102 | -4 | -5 | -0.2 | -118 | -45 | -19 | 6
COc1cc(NC(=O)Cn2nc(C(F)(F)F)c(Br)c2C)cc([N+](=O)[O-])c1 | 5 | 13 | -2 | 12 | 1 | 3 | 2.7 | 12 | 17 | 9 | -2
CN1OC[C@@H]2CN3C(=O)N(c4ccccc4)c4ccccc4[C@@H]3C[C@@H]21 | . | 3 | 8 | 0 | -1 | 0 | . | 2 | 6 | . | .
O=C1N(Cc2cccc(Cl)c2)C[C@@H]2C[C@@H](c3c[nH]c4ccccc34)N3CCC[C@@]123 | -4 | 7 | -5 | -15 | 2 | -2 | 0.2 | 8 | 0 | 7 | 7
O=C(C/C(=N\NC(=O)c1ccccc1Br)C(F)(F)F)c1cccs1 | -1 | -3 | -8 | 18 | 3 | 11 | -2.9 | -5 | 16 | 8 | 10
O=C(NCCCn1ccnc1)c1ccc(N2CCCCC2)c([N+](=O)[O-])c1 | -23 | 9 | -20 | 4 | 0 | 0 | -2.2 | 14 | 30 | 8 | 5
Cc1c(C(C)(C)C)sc(=NC(=O)c2ccccc2O)n1C | -46 | -33 | -61 | -136 | 1 | 5 | 1.5 | -45 | -52 | -3 | 0
CCc1nnc(NC(=O)c2ccc3c(c2)C(=O)N(CC)C3=O)s1 | -6 | -1 | -19 | -9 | -1 | 1 | 2.6 | -23 | -30 | 0 | 17
O=C(Nc1ccc(C(=O)N2CCOCC2)cc1)c1cc(-c2cccnc2)nc2ccc(Cl)cc12 | 1 | 6 | -3 | 12 | 5 | -6 | 1.3 | 30 | -13 | 6 | 16
CC(=NNC(=O)c1ccncc1)c1cc(Cl)ccc1Cl | 36 | 13 | -1 | -1 | 0 | 1 | -1.7 | 3 | -22 | -6 | 0
CCCC(=O)NC1C2CC3CC(C2)CC1C3 (configuration not stated) | 1 | -20 | -2 | 14 | 1 | -14 | 0.0 | 2 | 1 | 6 | 9
CCC(=O)N(C)C[C@H]1Oc2cc(Br)ccc2S(=O)(=O)N([C@@H](C)CO)C[C@H]1C | 5 | -4 | 8 | 13 | -1 | 1 | -1.4 | 10 | -10 | 12 | 4
NC(=O)c1c(NC(=O)CSc2nnc(-c3ccco3)n2N)sc2c1CCCC2 | 1 | 1 | -16 | 6 | -1 | 1 | -1.1 | -10 | 4 | 12 | 6
CCCC(=O)Nc1nnc(CCOC)s1 | 1 | -6 | 17 | -13 | 3 | -8 | 2.1 | 17 | 2 | -12 | -1
Cc1nc(Cl)sc1C(=O)Nc1cc(F)cc(F)c1 | 2 | 21 | -11 | -17 | 2 | -7 | 0.3 | 9 | -19 | -7 | 11
O=[N+]([O-])c1ccc(-c2cnc(SCc3ccccc3Cl)[nH]2)cc1 | -14 | -15 | -51 | -14 | -7 | 14 | -2.8 | 3 | -21 | 15 | 13
Cc1ccc(Nc2ccc(C(N)=O)cc2[N+](=O)[O-])cc1C | -3 | 7 | -1 | 17 | 6 | 6 | 6.4 | 18 | 13 | -12 | 16
CC(C)NC(=O)CN1CCN(c2ncccn2)CC1 | 2 | -17 | -1 | -2 | 3 | 9 | -0.5 | -2 | -26 | -4 | -2
Cn1cnnc1SCC(=O)N1CCN(C(=O)c2ccco2)CC1 | -17 | 1 | -15 | 2 | -10 | 9 | -1.1 | -6 | 22 | 2 | 2
CCOC(=O)C(C)Sc1nnc(CNC(=O)c2ccc(OC)cc2)n1C1CCCCC1 (configuration not stated) | -11 | 32 | 7 | -2 | 2 | -9 | 1.1 | 3 | 6 | -10 | 8
Cc1cccc(NC(=O)CN2C(=O)C(C)Oc3ccccc32)n1 (configuration not stated) | -3 | -3 | 4 | -8 | -1 | 0 | 1.3 | -2 | -16 | -5 | 12
CCC1=C(OC(=O)N(CC)CC)N2C(=O)OC(=NCC(=O)OC)[C@]2(Cc2ccccc2)[C@H]2C1=CC[C@H]1C(=O)N(C)C(=O)[C@H]12 | 3 | 2 | -3 | 11 | -10 | -1 | 0.5 | -1 | 10 | 3 | -3
Cc1ccccc1CSCC(=O)c1c(N)n(C)c(=O)n(C)c1=O | -3 | -2 | -26 | -31 | -1 | 1 | -0.3 | -5 | -30 | 3 | 10
COc1cccc(NC(=O)Nc2ccncc2)c1 | 5 | -9 | -14 | 14 | 0 | 0 | -1.0 | -4 | -13 | -2 | 19
COc1cc(CNCCNC(=O)c2cccs2)cc(OC)c1OC | 2 | -13 | 13 | 11 | -5 | 5 | -2.8 | 8 | -1 | -1 | -2
O=C1OC(Nc2ncccn2)c2ccccc21 (configuration not stated) | 2 | 19 | -2 | 5 | -10 | -3 | -1.9 | 2 | -4 | -5 | -3
COC(=O)c1ccc(C2C(C(=O)Nc3ccccc3C)=C(C)Nc3ncnn32)cc1 (configuration not stated) | 0 | -2 | -8 | 3 | -2 | 2 | -0.8 | 2 | -3 | -10 | -2
O=C(Nc1ccc2oc(-c3ccc(Cl)c(Cl)c3)nc2c1)c1ncn[nH]1 | -26 | -26 | -39 | -60 | -1 | -4 | 0.2 | -15 | -46 | 0 | 13
COc1ccc(-c2cc3nc(C)c(CCC(=O)N4CCN(c5ccccn5)CC4)c(C)n3n2)c(OC)c1 | 10 | -1 | -99 | 13 | 5 | -10 | -3.3 | -5 | 5 | -1 | 4
CCN(CC)C(CNC(=O)CSc1nnnn1-c1c(C)cccc1C)c1ccco1 (configuration not stated) | -4 | 19 | -21 | 4 | 1 | -7 | -3.0 | 10 | 0 | -1 | 2
CC1CC(C)CN(CCCNC(=O)CN2C(=O)CSc3ccc(S(=O)(=O)N4CCCCC4)cc32)C1 (configuration not stated) | 0 | 0 | -9 | 0 | 0 | -4 | -2.6 | -7 | -10 | -17 | 2
CCOC(=O)c1sc2nc(C)nc(SCC(N)=O)c2c1C | 0 | -13 | 10 | 12 | -4 | -17 | -1.4 | 13 | -8 | -2 | -2
COc1c(Cl)cc(C(=O)Nc2cccnc2)cc1Cl | -3 | -5 | -7 | 11 | -10 | 5 | 1.1 | -2 | 4 | -17 | 2
